Source: PubChem BioAssay
VLA-4 inh: inhibition in a human VLA-4 binding assay; VLA-4 expressing cells, ligand binding flow cytometry; 330,000 tested, 0.2% active; P13612; inhibition, % (about 7 µM as worked out from the volumes in the protocol); in the data active = inhibition above about 50%
AGP1-GFP MLPCN: yeast TOR pathway AGP1-GFP modulation. S. cerevisiae AGP1-GFP multiplex flow cytometry, 3 h; GFP as percent of DMSO wells. GFP response vs DMSO, % at 10 µM. 320,000 tested, 0.02% active. AID 2066;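 active = GFP response relative to DMSO above a set limit, near screen average plus 3 SD, cut at about 150% in these data; inconclusive = fewer than 70 cells counted for the yeast strain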;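 also: median GFP channel fluorescence of the gated AGP1 strain per well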
CIT2 TOR yeast: yeast TOR pathway CIT2-GFP modulation | S. cerevisiae CIT2-GFP strain, flow cytometry, 3 h; 100 means same as DMSO wells | GFP response vs DMSO, % at 10 µM | 320,000 tested, 0.065% active | AID 2029;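 active = GFP response relative to DMSO above a set limit, near the screen mean plus 3 SD, cut at about 150% in these data; inconclusive = Fewer than 70 cells measured for a yeast strain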;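 also: ratio of well median GFP fluorescence to mean of DMSO wells on the plate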
RPL19A TOR yeast: yeast TOR pathway RPL19A-GFP modulation; S. cerevisiae RPL19A-GFP strain, flow cytometry, 3 h; hits give low values; percent response vs DMSO, % at 10 µM; 330,000 tested, 0.3% active;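 active = percent response vs DMSO below 50%; inconclusive = fewer than 70 events counted for the yeast strain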;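 also: median channel GFP fluorescence of the barcoded RPL19A-GFP strain; ratio of sample median GFP to plate DMSO average so 100% = DMSO; lower means less RPL19A-GFP as with rapamycin TOR inhibition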
MEP2-GFP yeast: alters MEP2-GFP fluorescence in TOR pathway yeast screen. S. cerevisiae MEP2-GFP strain, flow cytometry GFP, 3 h; 100% = DMSO control level. GFP response vs DMSO, % at 10 µM. 330,000 tested, 0.51% active. AID 2016;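 active = GFP response versus DMSO above a set limit, roughly screen mean plus 3 SD, cut at about 180% in these data; inconclusive = fewer than 70 cells counted for a yeast strain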;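 also: median GFP fluorescence of the barcode-gated MEP2-GFP cells per well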
GRK2 aptamer HTS: blocks RNA aptamer binding to human GRK2. inhibition of aptamer binding, % at 10 µM. P25098. bead flow cytometry, FAM-aptamer displacement from GRK2. AID 488847. 330,000 tested, 0.59% active;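 active = inhibition of aptamer binding above 40%, roughly 3 SD of noise, on plates passing a quality check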;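 also: median bead fluorescence of bound FAM aptamer so fluorescent compounds give negative values; no value below 0 was filed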
Target sequence (P25098 whole entry, looked up): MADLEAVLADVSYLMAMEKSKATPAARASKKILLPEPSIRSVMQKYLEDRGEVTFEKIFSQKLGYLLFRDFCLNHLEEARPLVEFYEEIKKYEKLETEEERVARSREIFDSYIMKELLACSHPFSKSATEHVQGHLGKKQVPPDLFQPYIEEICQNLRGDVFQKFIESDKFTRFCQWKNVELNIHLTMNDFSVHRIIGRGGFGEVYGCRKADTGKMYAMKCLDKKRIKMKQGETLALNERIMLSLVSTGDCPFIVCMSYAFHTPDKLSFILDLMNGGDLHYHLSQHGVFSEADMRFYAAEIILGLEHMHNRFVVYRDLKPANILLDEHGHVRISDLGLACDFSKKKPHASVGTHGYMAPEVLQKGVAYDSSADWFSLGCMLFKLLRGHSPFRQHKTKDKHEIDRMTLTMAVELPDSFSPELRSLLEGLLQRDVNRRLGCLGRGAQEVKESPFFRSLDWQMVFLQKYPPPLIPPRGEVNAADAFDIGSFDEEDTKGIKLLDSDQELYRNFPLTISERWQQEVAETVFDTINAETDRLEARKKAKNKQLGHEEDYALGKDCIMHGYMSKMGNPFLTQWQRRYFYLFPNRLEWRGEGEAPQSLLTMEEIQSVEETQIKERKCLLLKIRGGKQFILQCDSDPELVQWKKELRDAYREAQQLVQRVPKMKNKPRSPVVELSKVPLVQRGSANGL
LAP4 TOR yeast: alters LAP4-GFP fluorescence in TOR pathway yeast screen; S. cerevisiae LAP4-GFP multiplex, flow cytometry GFP, 3 h; median GFP as percent of DMSO wells; GFP response vs DMSO, % at 10 µM; 320,000 tested, 0.34% active; AID 2023;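 active = GFP response vs DMSO above a set limit, about the screen mean plus 3 SD, cut at about 150% in these data; inconclusive = under 70 cell events counted for the yeast strain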
Yeast superoxide: lowers age-related superoxide in aged yeast cells. S. cerevisiae aged cells, superoxide DHE fluorescence; hits give low values. superoxide response (% of plate mean), % at 10 µM. 330,000 tested, 0.18% active. AID 2690;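 active = superoxide response under a set limit, about three screen SD below normal, cut at about 65% in these data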;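 also: yeast aged for seven days with compound at 30 °C before DHE staining; 100% = average MFI of all compound-treated wells on the plate with controls excluded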
* = called active by the depositor; [ ] = another dose, or the depositor's remark.

CCCCCCCCn1c(N2CCN(c3cccc(Cl)c3)CC2)nc2c1c(=O)[nH]c(=O)n2C was read as VLA-4 inh -19, AGP1-GFP MLPCN 113, CIT2 TOR yeast 104, RPL19A TOR yeast 105, MEP2-GFP yeast 101, GRK2 aptamer HTS 35, LAP4 TOR yeast 116 and Yeast superoxide 108.
Screening O=C(COC(=O)Cc1cccc(C(F)(F)F)c1)Nc1ccc2c(c1)OCCO2 returned VLA-4 inh 0, AGP1-GFP MLPCN 111, CIT2 TOR yeast 108, RPL19A TOR yeast 116, MEP2-GFP yeast 114, GRK2 aptamer HTS 0, LAP4 TOR yeast 116 and Yeast superoxide 96.
For Cc1cc(C)c2nc(-c3cccnc3)cc(C(=O)Nc3ccc(S(=O)(=O)Nc4onc(C)c4C)cc3)c2c1 the results were VLA-4 inh -1, AGP1-GFP MLPCN 93, CIT2 TOR yeast 83, RPL19A TOR yeast 91, MEP2-GFP yeast 97, GRK2 aptamer HTS 2, LAP4 TOR yeast 92 and Yeast superoxide 109.
For COC(=O)c1ccc(NC(=O)CNc2ccccc2)cc1 the results were VLA-4 inh -3, AGP1-GFP MLPCN 104, CIT2 TOR yeast 95, RPL19A TOR yeast 99, MEP2-GFP yeast 120, GRK2 aptamer HTS 2, LAP4 TOR yeast 126 and Yeast superoxide 88.
`COc1ccc(Br)cc1CN(C)C(=O)Cc1ccc(OC)c(S(=O)(=O)N2CCOCC2)c1` gave VLA-4 inh -3, AGP1-GFP MLPCN 99, CIT2 TOR yeast 96, RPL19A TOR yeast 99, MEP2-GFP yeast 97, GRK2 aptamer HTS 0, LAP4 TOR yeast 105 and Yeast superoxide 87.
Screening O=C(CSc1nc2ccccc2n1CCc1ccccc1)NC1CC1 returned VLA-4 inh -1, AGP1-GFP MLPCN 96, CIT2 TOR yeast 98, RPL19A TOR yeast 103, MEP2-GFP yeast 99, GRK2 aptamer HTS 1, LAP4 TOR yeast 94 and Yeast superoxide 94.
`Cc1onc(-c2ccccc2Cl)c1C(=O)Nc1ccc(S(=O)(=O)N2CCCC2)cc1` gave VLA-4 inh 29, AGP1-GFP MLPCN 97, CIT2 TOR yeast 98, RPL19A TOR yeast 97, MEP2-GFP yeast 107, GRK2 aptamer HTS 5, LAP4 TOR yeast 102 and Yeast superoxide 118.
`CC(C)N(Cc1ccccc1)C(=S)NC1CCCCC1` gave VLA-4 inh 17, AGP1-GFP MLPCN 98, CIT2 TOR yeast 95, RPL19A TOR yeast 102, MEP2-GFP yeast 100, GRK2 aptamer HTS 0, LAP4 TOR yeast 101 and Yeast superoxide 110.
COc1ccc(C2/C(=C(/O)c3ccc(C)cc3)C(=O)C(=O)N2C)c(OC)c1 (stereo not drawn) was read as VLA-4 inh 13, AGP1-GFP MLPCN 101, CIT2 TOR yeast 100, RPL19A TOR yeast 102, MEP2-GFP yeast 101, GRK2 aptamer HTS 1, LAP4 TOR yeast 102 and Yeast superoxide 97.
`COc1ccc(S(=O)(=O)Nc2ccc3c(c2)C(=O)N([C@@H](C)CO)C[C@H](C)[C@H](CN(C)S(=O)(=O)c2ccc(F)cc2)O3)cc1` gave VLA-4 inh -3, AGP1-GFP MLPCN 94, CIT2 TOR yeast 95, RPL19A TOR yeast 92, MEP2-GFP yeast 93, GRK2 aptamer HTS 1, LAP4 TOR yeast 93 and Yeast superoxide 107.
`COCCCNC(=O)CN(CCc1ccccc1)S(=O)(=O)c1ccc(OC)cc1` gave VLA-4 inh 9, AGP1-GFP MLPCN 104, RPL19A TOR yeast 100, MEP2-GFP yeast 101, GRK2 aptamer HTS 0, LAP4 TOR yeast 97 and Yeast superoxide 99.
For O=C(CCSc1ccc(Cl)cc1)NC1CCCCC1 the results were VLA-4 inh 15, AGP1-GFP MLPCN 100, CIT2 TOR yeast 97, RPL19A TOR yeast 104, MEP2-GFP yeast 95, GRK2 aptamer HTS 1, LAP4 TOR yeast 98 and Yeast superoxide 97.
For COc1ccc(/C=C2\SC(=S)N(CCCCCC(=O)Nc3cc(C)on3)C2=O)cc1OC the results were VLA-4 inh 2, AGP1-GFP MLPCN 104, CIT2 TOR yeast 95, RPL19A TOR yeast 97, MEP2-GFP yeast 101, GRK2 aptamer HTS 0, LAP4 TOR yeast 109 and Yeast superoxide 107.
Cc1cnc(C(=O)Nc2ccc3c(c2)CCC3)cn1 was read as VLA-4 inh 11, AGP1-GFP MLPCN 98, CIT2 TOR yeast 99, RPL19A TOR yeast 93, MEP2-GFP yeast 107, GRK2 aptamer HTS 0, LAP4 TOR yeast 103 and Yeast superoxide 91.
For CCOc1ccc(NC(=O)c2ccc(CNc3c(NC4CCCCC4)c(=O)c3=O)cc2)cc1 the results were VLA-4 inh -27, AGP1-GFP MLPCN 95, CIT2 TOR yeast 90, RPL19A TOR yeast 93, MEP2-GFP yeast 94, GRK2 aptamer HTS 8, LAP4 TOR yeast 98 and Yeast superoxide 106.
`COc1ccc(C(=O)CSc2nc(C(C)(C)C)nc3ccccc23)cc1` gave VLA-4 inh -20, AGP1-GFP MLPCN 99, CIT2 TOR yeast 92, RPL19A TOR yeast 98, MEP2-GFP yeast 92, GRK2 aptamer HTS 0, LAP4 TOR yeast 105 and Yeast superoxide 97.
Screening COc1ccc(S(=O)(=O)NCC(c2ccc3c(c2)OCO3)N2CCN(c3ccccc3)CC2)cc1 (stereo not drawn) returned VLA-4 inh 10, AGP1-GFP MLPCN 101, CIT2 TOR yeast 96, RPL19A TOR yeast 92, MEP2-GFP yeast 89, GRK2 aptamer HTS 2, LAP4 TOR yeast 104 and Yeast superoxide 78.
`O=C1NC(=S)S/C1=C/c1ccc(N2CCOCC2)o1` gave VLA-4 inh -323, AGP1-GFP MLPCN 106, CIT2 TOR yeast 124, RPL19A TOR yeast 109, MEP2-GFP yeast 112, GRK2 aptamer HTS 5, LAP4 TOR yeast 104 and Yeast superoxide 92.
`Cc1csc(NC(=O)C2CCN(C(=O)CSc3nnc(C)n3Cc3ccccc3)CC2)n1` gave VLA-4 inh 0, AGP1-GFP MLPCN 103, CIT2 TOR yeast 98, RPL19A TOR yeast 97, MEP2-GFP yeast 95, GRK2 aptamer HTS 2, LAP4 TOR yeast 94 and Yeast superoxide 96.
For COc1cc(CN2CCCCCC2)cc(OC)c1OC the results were VLA-4 inh 1, AGP1-GFP MLPCN 93, CIT2 TOR yeast 105, RPL19A TOR yeast 106, MEP2-GFP yeast 111, GRK2 aptamer HTS 0, LAP4 TOR yeast 92 and Yeast superoxide 85.
`COc1ccc(NC(=O)c2ccc(S(=O)(=O)N3CCCC3)cc2)cc1OC` gave VLA-4 inh 1, AGP1-GFP MLPCN 108, CIT2 TOR yeast 115, RPL19A TOR yeast 104, MEP2-GFP yeast 108, GRK2 aptamer HTS 1, LAP4 TOR yeast 108 and Yeast superoxide 117.
CC(C)CNC(=O)N[C@@H](CC(C)C)C(=O)O was read as VLA-4 inh 4, AGP1-GFP MLPCN 103, CIT2 TOR yeast 102, RPL19A TOR yeast 100, MEP2-GFP yeast 101, GRK2 aptamer HTS 3, LAP4 TOR yeast 105 and Yeast superoxide 101.
For CC(=O)NC(Cc1ccccc1)c1ccc2c(c1)OCCCO2 (stereo not drawn) the results were VLA-4 inh -1, AGP1-GFP MLPCN 92, CIT2 TOR yeast 96, RPL19A TOR yeast 98, MEP2-GFP yeast 97, GRK2 aptamer HTS 0, LAP4 TOR yeast 85 and Yeast superoxide 99.
`COc1cccc(C2/C(=C(/O)c3cnn(-c4ccccc4)c3C)C(=O)C(=O)N2CCN(C)C)c1OC` (stereo not drawn) gave VLA-4 inh 16, AGP1-GFP MLPCN 108, CIT2 TOR yeast 105, RPL19A TOR yeast 106, MEP2-GFP yeast 108, GRK2 aptamer HTS 0, LAP4 TOR yeast 102 and Yeast superoxide 98.
For O=C(CCn1nc(-c2ccccc2)ccc1=O)N1CCN(c2ccccn2)CC1 the results were VLA-4 inh 20, AGP1-GFP MLPCN 94, CIT2 TOR yeast 100, RPL19A TOR yeast 107, MEP2-GFP yeast 96, GRK2 aptamer HTS 0, LAP4 TOR yeast 89 and Yeast superoxide 101.
Screening Cc1c(-c2nc3ccccc3[nH]2)cnn1C returned VLA-4 inh 11, AGP1-GFP MLPCN 83, CIT2 TOR yeast 79, RPL19A TOR yeast 93, MEP2-GFP yeast 97, GRK2 aptamer HTS 0, LAP4 TOR yeast 86 and Yeast superoxide 86.
CCN(CC)c1ccc2c(Cl)c(Br)c(=O)oc2c1 was read as AGP1-GFP MLPCN 74[may fluoresce violet], CIT2 TOR yeast inconclusive, RPL19A TOR yeast 147[may fluoresce violet], MEP2-GFP yeast 894*[may fluoresce violet], GRK2 aptamer HTS 2, LAP4 TOR yeast 556*[may fluoresce violet] and Yeast superoxide 93.
Screening O=c1c2c(nc3nc(NCc4cccc(Cl)c4)[nH]n13)CCC2 returned VLA-4 inh 1, AGP1-GFP MLPCN 107, CIT2 TOR yeast 114, RPL19A TOR yeast 102, MEP2-GFP yeast 102, GRK2 aptamer HTS 1, LAP4 TOR yeast 104 and Yeast superoxide 104.
Screening Cc1cc2cc(CN(Cc3ccc4c(c3)OCO4)C(=O)c3cnccn3)c3nnnn3c2cc1C returned VLA-4 inh 5, AGP1-GFP MLPCN 103, CIT2 TOR yeast 102, RPL19A TOR yeast 104, MEP2-GFP yeast 100, GRK2 aptamer HTS 1, LAP4 TOR yeast 106 and Yeast superoxide 103.
Screening COc1ccccc1C(=O)NC(CCSC)C(=O)OCC(=O)NC(=O)NCc1ccco1 (stereo not drawn) returned VLA-4 inh -1, AGP1-GFP MLPCN 108, CIT2 TOR yeast 110, RPL19A TOR yeast 101, MEP2-GFP yeast 107, GRK2 aptamer HTS 6, LAP4 TOR yeast 99 and Yeast superoxide 98.
For Cc1ccc(NC(=O)c2ccc(OC(=O)CCN3C(=O)c4ccccc4C3=O)cc2)cc1 the results were VLA-4 inh -13, AGP1-GFP MLPCN 99, CIT2 TOR yeast 103, RPL19A TOR yeast 97, MEP2-GFP yeast 106, GRK2 aptamer HTS 0, LAP4 TOR yeast 94 and Yeast superoxide 97.
O=C(COc1ccccc1)NC(Cc1c[nH]c2ccccc12)C(=O)O (stereo not drawn) was read as VLA-4 inh -8, AGP1-GFP MLPCN 101, CIT2 TOR yeast 84, RPL19A TOR yeast 98, MEP2-GFP yeast 102, GRK2 aptamer HTS 0, LAP4 TOR yeast 92 and Yeast superoxide 139.
Screening Cc1ccc(OCC(=O)c2ccc(Cl)s2)c([N+](=O)[O-])n1 returned VLA-4 inh -13, AGP1-GFP MLPCN 94, CIT2 TOR yeast 84, RPL19A TOR yeast 88, MEP2-GFP yeast 90, GRK2 aptamer HTS 0, LAP4 TOR yeast 116 and Yeast superoxide 98.
`COc1ccc(N2CCN(C(=O)c3ccncc3)CC2)cc1` gave VLA-4 inh -5, AGP1-GFP MLPCN 107, CIT2 TOR yeast 95, RPL19A TOR yeast 101, MEP2-GFP yeast 99, GRK2 aptamer HTS 0, LAP4 TOR yeast 92 and Yeast superoxide 97.
`CCc1cccc(NC(=O)CCCCCC2NC(=O)NC2C)c1` (stereo not drawn) gave VLA-4 inh 4, AGP1-GFP MLPCN 109, CIT2 TOR yeast 102, RPL19A TOR yeast 99, MEP2-GFP yeast 99, GRK2 aptamer HTS 0, LAP4 TOR yeast 109 and Yeast superoxide 112.
COc1cc(/C=C\C(=O)NCc2ccc3[nH]c(C)cc3c2)cc(OC)c1OC was read as VLA-4 inh -1, AGP1-GFP MLPCN 107, CIT2 TOR yeast 104, RPL19A TOR yeast 109, MEP2-GFP yeast 100, GRK2 aptamer HTS 0, LAP4 TOR yeast 103 and Yeast superoxide 101.

Compounds as they come. Share with any hit: about 1.7%.
